Bioassay records: PubChem BioAssay, several laboratories
RBBP9 inh = blocks human serine hydrolase RBBP9; O75884; recombinant RBBP9, FP-Rh probe fluorescence polarization; inhibition, % at 7.94 µM; actives 0.2% (n = 220,000);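 active = inhibition above the campaign mean of all tested compounds plus 3 SD, cut at about 14% in these data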;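 also: plate controls were DMSO wells with RBBP9 for no effect and wells lacking RBBP9 protein for full effect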
Target sequence (O75884 whole entry, looked up): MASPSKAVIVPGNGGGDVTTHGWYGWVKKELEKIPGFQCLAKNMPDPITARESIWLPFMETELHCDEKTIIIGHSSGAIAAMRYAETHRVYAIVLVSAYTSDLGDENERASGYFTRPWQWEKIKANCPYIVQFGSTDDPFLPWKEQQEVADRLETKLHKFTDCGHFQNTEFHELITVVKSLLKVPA
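System: RBBP9 protein / Buffer or medium: Tris/NaCl buffer pH 8.0 with 0.1% Pluronic / Probe or stimulus: Serine-hydrolase probe FP-Rh, 375 nM pre-mixing / Dosing: 7.94 µM single dose, 0.794% DMSO / Times: enzyme-compound preincubation 30 min, then probe labeling 45 min, 25 °C / Technique: fluorescence polarization (mP), excitation 525 nm, emission 598 nm / Replication: singlicate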
PPC-1+TRAIL kill = kills PPC-1 cancer cells in the presence of TRAIL. PPC-1 cells + TRAIL, ATPLite viability luminescence. actives 0.41% (n = 220,000). cell killing (% activity), % at 4 µM;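 active = cell killing above 50% in the first pass at 4 µM, then a duplicate retest at 5 µM averaging 50% or more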;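 also: plate controls were cells with TRAIL plus DMSO for no effect and medium-only wells lacking cells for full effect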
EP2 antag = blocks the human prostaglandin E2 receptor EP2 | P43116 | C6 glioma cells expressing human EP2, cAMP TR-FRET; cells stimulated with saturating PGE2 | actives 0.52% (n = 260,000) | inhibition, % at 25 µM;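 active = percent inhibition above 40 after rounding to a whole number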;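 also: rat C6 glioma host cells with rolipram phosphodiesterase inhibitor present; the protocol text gives 20 µM as final concentration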
Target sequence (P43116 whole entry, looked up): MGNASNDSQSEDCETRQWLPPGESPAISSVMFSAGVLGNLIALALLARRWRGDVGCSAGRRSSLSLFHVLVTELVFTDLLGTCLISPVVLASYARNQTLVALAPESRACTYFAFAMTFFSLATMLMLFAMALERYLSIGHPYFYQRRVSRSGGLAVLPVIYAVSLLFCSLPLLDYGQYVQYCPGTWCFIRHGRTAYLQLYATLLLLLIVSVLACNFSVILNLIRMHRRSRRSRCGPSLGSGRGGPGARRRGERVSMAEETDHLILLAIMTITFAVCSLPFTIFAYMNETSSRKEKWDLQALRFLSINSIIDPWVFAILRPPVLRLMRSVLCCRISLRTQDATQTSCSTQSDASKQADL
BaF3 tox = parental Ba/F3 viability inhibition as JAK2V617F counter-screen. CellTiter-Glo ATP luminescence. inhibition, % at 5.6 µM. actives 1.1% (n = 220,000);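 active = inhibition above a per-campaign cutoff, the mean inhibition of all tested compounds plus 3 SD, cut at about 27% in these data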;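 also: 0% = DMSO wells and 100% = JAK Inhibitor I control wells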
Tb hexokinase = T. brucei hexokinase 1 inhibition; recombinant TbHK1, G6PDH-coupled NADH A340; inhibition, % at 10 µM; actives 0.11% (n = 220,000); AID 1430;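 active = inhibition of 50% or more in the single-dose primary screen; inactive = inhibition below 50%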
NCF1 inh = inhibitors of human p47phox binding; p47phox/p22phox peptide binding, fluorescence polarization, 2 h; inhibition, % at 24.7 µM; actives 0.53% (n = 220,000);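 active = inhibition above about 30%, limit read from the data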;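 also: 0% = p47phox with labelled peptide and 100% = labelled peptide alone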
Target sequence (P14598 whole entry, looked up): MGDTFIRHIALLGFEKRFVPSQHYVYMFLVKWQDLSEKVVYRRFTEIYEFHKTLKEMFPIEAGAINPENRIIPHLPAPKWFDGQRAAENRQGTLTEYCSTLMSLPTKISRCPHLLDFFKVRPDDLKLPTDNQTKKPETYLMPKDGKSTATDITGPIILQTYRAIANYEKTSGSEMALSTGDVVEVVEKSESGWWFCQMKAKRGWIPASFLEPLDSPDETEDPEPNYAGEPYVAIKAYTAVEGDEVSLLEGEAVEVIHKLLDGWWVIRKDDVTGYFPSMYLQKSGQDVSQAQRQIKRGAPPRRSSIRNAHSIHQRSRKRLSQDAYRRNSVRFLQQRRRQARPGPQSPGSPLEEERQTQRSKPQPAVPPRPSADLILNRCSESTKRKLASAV
Furin inh = blocks human furin protease activity | P09958 | purified furin, fluorogenic substrate cleavage | inhibition, % at 30 µM | actives 0.061% (n = 220,000) | AID 463115; in the data active = inhibition above about 25%; also: inactives centre near -15
p97 ATPase inh = inhibitors of human p97 ATPase | P55072 | recombinant p97 ATPase, Kinase-Glo ATP luminescence, 3 h | inhibition, % at 8 µM | actives 0.42% (n = 220,000); in the data active = inhibition above about 15%;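 also: 0% = DMSO vehicle and 100% = wells lacking enzyme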
Ba/F3 V617F tox = loss of viability in JAK2V617F-driven Ba/F3 cells; actives 1.1% (n = 220,000); inhibition, % at 5.6 µM; Ba/F3 EpoR-JAK2V617F viability, ATP luminescence;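 active = inhibition above the campaign mean plus 3 SD over all tested compounds, cut at about 24% in these data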;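 also: cytokine-independent growth of Ba/F3 cells driven by EpoR plus mutant JAK2; 0% = DMSO-treated cells and 100% = JAK inhibitor I control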
* hit, by the source's call; / = no result given; & = joins results of further samples; [ ] = dose if it differs, or a comment.

SMILES	RBBP9 inh	PPC-1+TRAIL kill	EP2 antag	BaF3 tox	Tb hexokinase	NCF1 inh	Furin inh	p97 ATPase inh	Ba/F3 V617F tox
CC(=O)Oc1ccc(NC(=O)Cc2ccccc2)c(C(=O)O)c1	-4.4	-0.5	5.1	7.1	-2.0	-11.8	-19.3	2.5	2.1
COCc1cc(=O)oc2cc(NS(=O)(=O)c3ccc(C)cc3)ccc12	-6.5	0.4	4.0	-1.4	-6.1	-13.8	-3.6	-7.2	3.4
O=C(COC(=O)c1ccc[nH]c1=O)NC1CCCCCCC1	-3.0	3.0	5.0	2.7	5.4	-2.6	-11.5	-2.5	1.3
COc1ccc(C(c2nnnn2CC2CCCO2)N2CCN(c3ccc(F)cc3)CC2)cc1 (stereo unspecified)	8.9	31.2	8.6	0.6	-4.1	-6.5	-14.0	-0.1	-3.7
COc1ccccc1NC(=S)N(Cc1ccco1)Cc1cc2ccc(C)c(C)c2[nH]c1=O	-10.4	11.1	7.6&10.4	80.6*	-5.4	-153.5	-30.7	5.4	71.2*
ONc1cccnc1-n1nc(C(F)(F)F)cc1C(F)(F)F	1.6	-0.5	6.5	4.3	1.1	3.1	-9.5	2.8	0.0
CC(=O)N1CCCc2cc(S(=O)(=O)CCC(=O)N3CCN(c4ccccc4)CC3)ccc21	-8.8	-17.4	5.3	4.4	-6.1	-7.5	-10.4	0.9	0.2
O=C(/C=N/NC(=O)c1ccccc1Br)c1ccccc1	-4.9	9.4	0.9	2.9	-6.5	-16.0	-20.0	3.7	0.6
N#Cc1ccc(C2=NC(C(F)(F)F)(C(F)(F)F)c3c(n(Cc4ccco4)c(=O)[nH]c3=O)N2)cc1	-4.3	22.3	2.5	6.4	-10.3	-6.9	-19.0[20 µM]	0.1	0.1
S=C(Nc1ccccc1)N1CCN(C(=S)c2ccccc2)CC1	1.1	0.7	6.5	18.2	-1.1	-5.2	-18.1	3.1	2.9
O=C(c1cc2ccccc2oc1=O)N(Cc1cccc(Br)c1)C1CCS(=O)(=O)C1 (stereo unspecified)	-2.7	0.4	3.6	0.2	-13.2	-5.1	-16.8	-2.3	-2.6
CNc1nc(-c2ccc3c(c2)CCN3C(=O)c2ccccc2F)c(C)s1	-3.0	-19.4	6.2	5.0	-6.7	-1.7	-12.8	-0.7	2.2
COc1ccc(Cl)cc1NC(=O)Nc1ccc(Br)cn1	-4.0	15.9	8.0	5.2	3.1	-3.4	-29.4[20 µM]	-4.1	-4.0
COc1ccc(NC(=O)/C(=C\c2cccs2)NC(=O)c2ccco2)cc1	-1.8	-9.4	4.0	12.5	-27.0	-2.3	-6.8	4.2	2.4
c1cc2c3c(cccc3c1)NC1(CCCCCC1)N2	-4.1	10.0	7.4	5.6	-16.9	2.9	-26.2	5.6	-1.5
O=C(CN1CCN(S(=O)(=O)c2ccc(Cl)s2)CC1)N1CCOCC1	-4.7	8.8	12.0	-0.3	8.6	-10.7	-27.6	2.2	2.6
O=C1C2C(C(=O)N1c1ccccc1)N1CCCN1C2c1ccccc1 (stereo unspecified)	-0.8	10.1	4.8	-0.8	2.7	-3.0	-28.6	3.5	-1.0
CCOc1cccc(-c2cc(C(=O)N3N=C(C)CC3(O)C(F)F)c3ccccc3n2)c1 (stereo unspecified)	-7.2	31.3	5.5	4.9	1.9	-1.5	-3.8	-4.7	4.3
CCCCCCCCCCOC(=O)c1csc2nnsc12	6.2	28.4	1.9	-0.2	17.9	-15.0	-11.2[20 µM]	6.6	-5.1
COc1ccc(-c2csc(Cc3nnc4n3CCCCC4)n2)cc1	-9.7	-3.9	11.6	6.1	6.7	-5.0	-18.4	6.4	-2.2
Clc1nc2c(ccc3ccccc32)[nH]1	-6.6	-26.5	7.7	-5.3	-11.4	-10.0	-8.6	5.8	-0.7
COc1ccccc1C(c1nnnn1C(C)(C)C)N1CCN(Cc2ccncc2)CC1 (stereo unspecified)	1.9	-0.5	11.4&6.4	2.5	-7.4	-2.1	-20.7	-2.2	0.2
Cc1cc(C)nc(SCc2cnc(C)nc2N)n1	-3.1	6.1	3.2	3.2	-5.1	5.1	-11.3	4.8	2.6
CC(=O)c1c(C)[nH]c(C(=O)OCC(=O)Nc2ccc(Cl)c(S(=O)(=O)N(C)C)c2)c1C	-16.3	3.2	6.7	3.8	-1.3	-6.6	-15.6	7.5	-0.7
CCc1nnc(NC(=O)c2sc3nc4cc(C)ccc4cc3c2N)s1	2.5	-9.0	/	9.1	-26.0	-37.2	-3.4[20 µM]	5.0	0.2
Other structures follow.
SMILES	RBBP9 inh	PPC-1+TRAIL kill	EP2 antag	BaF3 tox	Tb hexokinase	NCF1 inh	Furin inh	p97 ATPase inh	Ba/F3 V617F tox
O=C(c1ccccc1)N1CCN(S(=O)(=O)c2cccc(NS(=O)(=O)c3ccccc3)c2)CC1	-6.5	32.4	4.7	8.4	6.3	-0.4	-13.8	-3.3	6.6
NC(=O)COC(=O)c1ccccc1Nc1ccc(SC(F)F)cc1	-9.1	23.1	3.9	2.0	-2.4	1.6	-11.8	3.6	-3.7
Brc1ccc(-c2nnc(-c3cccnc3)c3conc23)cc1	-7.0	/	20.3	3.8	-3.4	/	-10.1[20 µM]	-4.6	0.0
N#CC1=C(N)N2C(=C(C#N)C1c1ccccc1)Sc1ccccc12 (stereo unspecified)	0.1	11.2	9.5	0.7	11.0	-19.2	-5.2	5.4	-5.4
C=CCOn1c(=O)c(-c2ccc(OC)c(OC)c2)[n+]([O-])c2ccccc21	-0.2	15.2	5.0	5.5	-18.3	-11.4	-1.4[20 µM]	0.2	2.3
COC(=O)C1=C(N)Oc2c(oc(CO)cc2=O)C1c1ccccc1F (stereo unspecified)	-1.8	-0.8	5.5	8.0	-1.1	-1.0	-10.5[20 µM]	-5.7	3.6
O=C(NNC(=O)C1COc2ccccc2O1)c1cccc([N+](=O)[O-])c1 (stereo unspecified)	-1.2	-10.3	2.5	-1.8	-5.0	-3.5	-21.9	5.3	-3.6
CCOP1(=O)OCC2OC(n3cnc4c(N)ncnc43)C(O)C2O1 (stereo unspecified)	-5.3	-6.4	4.9	0.1	-14.2	-12.0	-25.2	3.0	-0.3
CC1(C)NC(C)(C)c2nonc2/C1=N\O	0.6	12.9	4.9	2.8	3.9	-1.1	-16.4	4.8	-2.4
O=C(CC1SC(=Nc2ccccc2)N(CCc2c[nH]c3ccccc23)C1=O)Nc1ccccc1F (stereo unspecified)	-5.3	-12.3	9.5	2.5	1.7	-99.5	-16.8	5.6	-2.2
C/C(CC(=O)Nc1ccccn1)=N\NC(=O)Cc1cccc2ccccc12	-6.7	-6.7	10.3	-1.6	-1.3	-13.9	-14.3[20 µM]	-2.2	-2.0
CCOC(=O)Cn1nc(C)c(NC(=O)c2ccc([N+](=O)[O-])c(C)c2)c1C	-12.8	1.9	4.9	12.9	8.3	-2.4	-7.5	-3.4	3.1
CCCC(=O)Nc1nc2ccc3nc(C)sc3c2s1	-3.6	2.6	10.8	3.9	-7.7	-11.1	-10.7	-2.4	1.6
Cc1cc(C)n2nc(C(=O)OCC(=O)c3cc(C)n(CC4CCCO4)c3C)nc2n1 (stereo unspecified)	-8.0	2.1	5.6	3.1	0.2	-1.3	-25.4	2.1	-2.5
Cc1[nH]nc2c1C(c1cccnc1)N(c1ccc(Br)cc1)C2=O (stereo unspecified)	-7.2	26.1	2.8	4.0	-1.6	-18.0	-6.2[20 µM]	4.6	1.9
O=C(COC(=O)c1cncc(Br)c1)NC1CCCCCC1	-5.1	-5.7	4.2	7.1	2.0	-5.3	-29.1	3.0	1.8
CC1CCN(S(=O)(=O)c2ccc(Br)s2)CC1	0.8	5.9	6.5	4.8	6.7	-3.9	-2.8[20 µM]	-5.6	6.5
CSc1ccc(Cl)c(C(=O)Nc2ccc(OCC(N)=O)cc2)c1	-5.0	-23.5	4.6	-1.0	-6.6	-10.7	-31.2	0.5	-4.8
Cc1nc([N+](=O)[O-])cn1-c1nc2ccccn2c1[N+](=O)[O-]	-8.1	12.8	8.0&9.1	-3.7	-31.7	-8.8	-8.2	6.0	-1.8
COc1cccc(CN(C(=O)Cc2c[nH]c3ccccc23)C(C(=O)NC2CCCCC2)c2cccs2)c1 (stereo unspecified)	-8.1	-4.6	6.7	-0.9	5.6	-37.7	-17.7[20 µM]	1.5	0.4
CCOc1cc(-c2c(C#N)c(N)nc3c2CCCC3)ccc1O	1.2	12.8	16.4&6.2	3.7	-11.2	-8.0	8.1	4.0	-1.9
O=C(NC1(C(F)(F)F)N=C2SCCN2C1=O)c1ccccc1F (stereo unspecified)	0.5	20.1	3.9	-2.7	-1.8	-11.2	-29.7	1.3	-1.9
Cc1ccc(NC(=S)NNC(=O)c2ccccc2O)c(C)c1	1.3	8.9	3.1	6.9	-17.9	10.2	-36.3	1.8	-1.8

Reformatted with values under each structure: entries from further up
Under each structure: RBBP9 inh	PPC-1+TRAIL kill	EP2 antag	BaF3 tox	Tb hexokinase	NCF1 inh	Furin inh	p97 ATPase inh	Ba/F3 V617F tox
O=C(COC(=O)c1cncc(Br)c1)NC1CCCCCC1
 : -5.1	-5.7	4.2	7.1	2.0	-5.3	-29.1	3.0	1.8
CC1CCN(S(=O)(=O)c2ccc(Br)s2)CC1
 : 0.8	5.9	6.5	4.8	6.7	-3.9	-2.8[20 µM]	-5.6	6.5
CSc1ccc(Cl)c(C(=O)Nc2ccc(OCC(N)=O)cc2)c1
 : -5.0	-23.5	4.6	-1.0	-6.6	-10.7	-31.2	0.5	-4.8
Cc1nc([N+](=O)[O-])cn1-c1nc2ccccn2c1[N+](=O)[O-]
 : -8.1	12.8	8.0&9.1	-3.7	-31.7	-8.8	-8.2	6.0	-1.8
COc1cccc(CN(C(=O)Cc2c[nH]c3ccccc23)C(C(=O)NC2CCCCC2)c2cccs2)c1 (stereo unspecified)
 : -8.1	-4.6	6.7	-0.9	5.6	-37.7	-17.7[20 µM]	1.5	0.4

The list is partial, so the mix of outcomes need not match the whole.
